DAGLB inhibitor = diacylglycerol lipase beta (human) inhibition | Q8NCG7 | 0.059% of 340,000 active | inhibition, % at 5.17 µM | HEK293T DAGLB membrane lysate, EnzChek fluorogenic substrate | AID 504411; in the data active = inhibition above about 34%;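 also: 0% = enzyme with vehicle and 100% = wells lacking enzyme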
Keap1-Nrf2 PPI = inhibitors of human Keap1-Nrf2 protein-protein interaction. inhibition, % at 9.4 µM. 0.15% of 340,000 active. AID 504523. Keap1 Kelch-Nrf2 peptide fluorescence polarization, 1536-well; in the data active = inhibition above about 12%;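 also: human Keap1 Kelch domain with fluorescein labeled Nrf2 9mer peptide probe; 0% = neutral control wells and 100% = peptide positive control; higher means more block of Keap1 binding to Nrf2 peptide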
Target sequence (Q14145 whole entry, looked up, the tested form may be a part): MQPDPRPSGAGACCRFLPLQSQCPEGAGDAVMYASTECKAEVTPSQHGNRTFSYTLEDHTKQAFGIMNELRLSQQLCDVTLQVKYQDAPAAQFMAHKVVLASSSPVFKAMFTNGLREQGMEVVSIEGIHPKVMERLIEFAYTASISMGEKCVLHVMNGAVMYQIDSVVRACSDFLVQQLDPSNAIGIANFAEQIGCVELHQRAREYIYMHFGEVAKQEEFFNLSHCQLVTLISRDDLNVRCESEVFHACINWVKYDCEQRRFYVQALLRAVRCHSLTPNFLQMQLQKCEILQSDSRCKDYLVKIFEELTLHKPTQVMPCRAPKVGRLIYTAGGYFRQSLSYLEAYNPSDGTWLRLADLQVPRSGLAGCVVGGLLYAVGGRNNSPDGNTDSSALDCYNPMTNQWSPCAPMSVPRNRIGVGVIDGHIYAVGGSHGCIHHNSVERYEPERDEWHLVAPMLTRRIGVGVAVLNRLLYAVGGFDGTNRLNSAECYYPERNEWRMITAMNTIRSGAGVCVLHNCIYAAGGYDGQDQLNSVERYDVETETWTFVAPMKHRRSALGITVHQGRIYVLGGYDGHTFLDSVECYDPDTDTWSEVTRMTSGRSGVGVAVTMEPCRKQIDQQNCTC
Cardiac RTF inh = cardiac RTF calcium desensitization. 0.12% of 340,000 active. P19429+P45379. IANBD-labeled cardiac RTF, Ca2+ fluorescence. AID 493244. inhibition, % at 7.15 µM;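 active = inhibition above the mean inhibition of all tested compounds plus 3 SD, cut at about 17% in these data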;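 also: assay run at fixed EC70 calcium of 1.6 mM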
CAL PDZ FP-1 = inhibitors of human CAL PDZ peptide binding; 0.92% of 300,000 active; AID 602252; purified CAL PDZ, TMR-peptide fluorescence polarization, 1 h; Q9HD26; inhibition, % at 24.9 µM;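 active = mean inhibition of at least 30% with at least half of replicates also reaching 30%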;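 also: 0% = DMSO neutral control and 100% = excess unlabeled competitor peptide PRC23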
CAL PDZ FP-2 = inhibitors of human CAL PDZ peptide binding | Q9HD26 | AID 504414 | 0.02% of 330,000 active | inhibition, % at 20 µM | purified CAL PDZ, TMR-peptide fluorescence polarization, 1 h;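 active = highest replicate inhibition of at least 40%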;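 also: plate controls were DMSO neutral control wells for no effect and unlabeled competitor peptide control wells for full effect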
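System: purified tagged CAL PDZ domain construct (CerCALP). Schedule: 1 h incubation at room temperature before polarization reading. Medium: 25 mM sodium phosphate pH 7.4, 150 mM NaCl, TCEP, IgG, Thesit. Read-out: percent inhibition from loss of millipolarization. Measured by: FP readout, S and P plane fluorescence. Probe or stimulus: fluorescent TMR peptide probe.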
cardiac RTF act = increases calcium sensitivity of human cardiac regulated thin filaments; P19429+P45379; IANBD-labeled TnC RTF fluorescence at EC20 calcium; 0% EC20 calcium, 100% full calcium; activation, % at 7.2 µM; 0.24% of 340,000 active; AID 493008;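 active = activation above the mean over all tested compounds plus 3 SD, cut at about 30% in these data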;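 also: rise in fluorescence read as greater calcium sensitivity of cardiac thin filaments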
PKA-R2B act = activators of human PKA-R2B complex; PKA-R2B holoenzyme dissociation, Cy5-IP20 fluorescence polarization; R2B truncated from residue 108, S112A mutant; 0% DMSO only, 100% 113 µM cGMP; AID 504700; P22694+P31323; 0.079% of 340,000 active; activation, % at 11.4 µM;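 active = activation above a cutoff set at the mean over all compounds plus 3 SD, cut at about 18% in these data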;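 also: higher means more holoenzyme dissociation and a rise in polarization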
Rtt109 HAT inh = C. albicans Rtt109 histone acetyltransferase inhibition | Q5AAJ8 | 0.16% of 330,000 active | AID 540336 | inhibition, % at 34.9 µM | purified Rtt109/Vps75, ThioGlo CoA-SH fluorescence, 4 h;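 active = inhibition of at least 50% in every replicate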
Target sequence (Q5AAJ8 whole entry, looked up): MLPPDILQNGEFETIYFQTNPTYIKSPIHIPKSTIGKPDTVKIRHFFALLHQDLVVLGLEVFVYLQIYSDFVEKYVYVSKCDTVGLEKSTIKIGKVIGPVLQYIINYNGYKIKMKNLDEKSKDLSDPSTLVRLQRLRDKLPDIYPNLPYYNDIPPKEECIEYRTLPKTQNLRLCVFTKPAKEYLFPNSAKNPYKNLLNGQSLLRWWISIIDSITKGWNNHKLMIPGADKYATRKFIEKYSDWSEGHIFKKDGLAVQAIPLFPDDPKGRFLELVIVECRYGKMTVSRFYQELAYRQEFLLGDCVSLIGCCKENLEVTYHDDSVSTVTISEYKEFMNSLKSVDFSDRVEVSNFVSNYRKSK
LANA DNA inh = blocks KSHV LANA C-terminal domain binding to DNA | MBP-C-LANA/FAM-LBS DNA binding, fluorescence polarization | inhibition, % at 9 µM | 0.078% of 340,000 active | AID 504423;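 active = highest replicate inhibition at or above 60% at 9 µM, even if other replicates fall short; inactive = all replicates below 60% inhibition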;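 also: 0% = neutral control wells and 100% = 4 µM acridine orange control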
SR-BI uptake up = activators of SR-BI mediated HDL lipid uptake. 0.096% of 320,000 active. activation, % at 12.5 µM. CHO ldlA[mSR-BI] cells, DiI-HDL uptake fluorescence, 3 h; 100 = double the neutral-control signal;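 active = mean replicate activation of at least 60% and every replicate at or above 60%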;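 also: 0% = median plate neutral-control signal and 100% = twice that signal; values of inactives mirror those of a sister screen read the other way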
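Material: SR-BI-overexpressing, LDLR-lacking CHO cells; schedule: compound exposure 3 h, 37 °C; reagent: DiI-labelled HDL at 10 µg/mL final; technique: bottom-read fluorescence, 550/595 nm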
* hit, by the source's call; / = no result given.

SMILES	DAGLB inhibitor	Keap1-Nrf2 PPI	Cardiac RTF inh	CAL PDZ FP-1	CAL PDZ FP-2	cardiac RTF act	PKA-R2B act	Rtt109 HAT inh	LANA DNA inh	SR-BI uptake up
CC1(C)CC(=O)C(C#N)=C(NCCCO)C1	2	-7	-3	3	-1.9	-3	-16	4	0.9	12
CN(C)S(=O)(=O)c1cccc(C(=O)N2CCc3ccccc32)c1	-1	-5	-4	/	-0.2	-1	14	-14	-0.6	-12
COc1ccc2[nH]c3c(c2c1)CCN1C(=O)N([C@@H](C)C(=O)NCCc2ccc(F)cc2)C(=O)[C@]31C	-2	-5	-5	-3	0.0	6	2	14	1.5	-60
O=C(Nc1ccc(S(=O)(=O)N2CCOCC2)cc1)c1cc([N+](=O)[O-])ccc1Cl	-1	-1	-13	/	-2.1	5	-17	-3	0.1	0
O=C(CSC1=N/C(=C/c2ccco2)C(=O)N1c1ccc(OC(F)F)cc1)NC1CCS(=O)(=O)C1 (stereo not drawn)	0	-7	-2	7	0.1	4	-4	-8	-0.7	4
Cn1c(C(=O)O)cc2c(=O)n3ccccc3nc21	0	1	2	0	-1.1	-1	-10	6	-0.4	6
CCCC(=O)NC(=S)Nc1ccc(CN2CCOCC2)cc1	-3	-1	-3	/	-0.1	0	2	-2	0.0	30
Cc1ccc(NC(=O)Cn2nc(-c3ccco3)ccc2=O)cc1Cl	0	0	-3	-8	-4.2	6	-6	0	1.0	6
COc1ccc(-n2c(C)cc(/C=C(\C#N)C(=O)NCc3ccco3)c2C)cc1	2	0	7	/	-1.3	-7	8	-4	-1.5	-4
COc1ccccc1NC(=O)c1ccc(NC(=O)CSc2nnnn2C)cc1	0	-1	4	-5	-2.1	2	1	9	2.5	-46
CCc1nnc(NS(=O)(=O)c2ccc(NC(=O)c3ccccc3OC)cc2)s1	1	-1	-5	3	-0.3	-3	-8	4	-1.4	10
O=[N+]([O-])c1cccc(COc2ccccc2CN2CCOCC2)c1	-5	-1	1	-4	-0.9	-1	3	-1	-0.9	7
CC(=O)Oc1ccc(N2C(=O)c3cccc4c([N+](=O)[O-])ccc(c34)C2=O)cc1	-6	0	3	-3	0.7	4	8	-4	-0.5	19
CCN(CC)C(=O)C1CCCN(C(=O)Nc2ccccc2)C1 (stereo not drawn)	0	-1	-3	/	-1.7	4	-7	-8	-1.0	14
COc1ccc(C(=O)NCCc2ccc(S(N)(=O)=O)cc2)cc1OC	-2	6	6	-4	-1.0	0	-8	3	1.3	-10
Cc1cccc(OCc2nnc(SCC(=O)Nc3cccc(C(=O)N4CCOCC4)c3)n2C)c1C	1	-6	-5	-1	-0.5	-2	-6	-10	0.5	-8
CCCCCn1nc(C(=O)N2CCc3ccccc32)c2ccccc2c1=O	8	0	-4	23	-0.5	-2	-4	5	-1.1	-18
CC(C)OCCCNCC(O)c1ccccc1 (stereo not drawn)	-3	3	2	-2	0.6	0	-10	0	2.2	9
O=c1c2c3c(sc2nc(NCCOCCO)n1Cc1ccco1)CCCCC3	0	6	-2	-11	0.5	1	-3	-5	4.7	6
CC(C)(C)c1ccc(C(=O)NN2C(=O)CSC2=S)cc1	1	3	-2	-9	-0.2	-1	-6	17	-0.3	/
O=C(NCCO)Nc1ccc2nsnc2c1	-3	-1	-7	3	-1.2	2	-12	-124	-0.8	-2
O=Cc1ccc2cccnc2n1	0	-4	-2	2	-0.3	0	-7	3	-1.0	-22
COc1ccc(S(=O)(=O)Nc2cccc3c2O[C@H](CN(C)Cc2ccc(Oc4ccccc4)cc2)[C@@H](C)CN([C@H](C)CO)C3=O)cc1	0	1	3	-3	0.2	-2	-1	-1	4.9	8
COc1ccc(C(=O)COC(=O)c2cc3ccccc3oc2=O)c(OC)c1	3	1	3	-5	-3.2	-6	1	1	1.0	2

Copied from the list:
Entry for CCN(CC)C(=O)C1CCCN(C(=O)Nc2ccccc2)C1 (stereo not drawn) under SR-BI uptake up: 14
Entry for CCCCCn1nc(C(=O)N2CCc3ccccc32)c2ccccc2c1=O under cardiac RTF act: -2

(next part)
SMILES	DAGLB inhibitor	Keap1-Nrf2 PPI	Cardiac RTF inh	CAL PDZ FP-1	CAL PDZ FP-2	cardiac RTF act	PKA-R2B act	Rtt109 HAT inh	LANA DNA inh	SR-BI uptake up
Cn1cc(C(=O)c2cccc(Cl)c2)cc1/C=N\O	-1	2	-4	1	-1.2	0	1	21	-1.0	-22
CC(C)(C)NC(=O)C1N(c2cccnc2)C(=O)C2C(C(=O)Nc3ccccc3)C3(C)C=CC21O3 (stereo not drawn)	-4	-2	-2	-4	/	-1	-1	-1	-1.4	10
Cc1cc(C)nc(SCc2nnc(SCC(=O)N3CCCc4ccccc43)o2)n1	0	5	-2	-1	-0.3	1	7	-2	0.2	-8
COc1ccccc1S(=O)(=O)Cc1ccc(C(=O)NCC(OC)OC)o1	-1	-1	-8	-2	-0.1	1	-13	-5	-0.1	23
O=C(Nc1ccc(F)c(F)c1)C1CCN(S(=O)(=O)c2cccc3nonc23)CC1	-5	-4	12	0	-2.5	-9	-1	12	2.7	-9
O=C(Nc1nccs1)c1cn2ccccc2n1	-1	4	-6	-2	-1.1	-1	5	-2	0.2	/
C=CCn1c(SCC(=O)c2[nH]c(C)c(C(=O)OCC)c2C)nc2scc(-c3ccc(OC)c(OC)c3)c2c1=O	1	1	3	-5	-1.4	7	10	-3	-0.7	-24
COc1ccc(NC(=O)COC(=O)CN2C(=O)c3ccccc3C2=O)cc1	-4	-5	1	-2	-1.5	-3	9	-5	0.0	0
O=C(O)[C@H]1CCCC[C@H]1C(=O)NCCNC(=O)[C@@H]1CCCC[C@@H]1C(=O)O	-4	2	-5	/	-2.6	4	-2	-4	-1.9	19
C=CCNc1ccccc1S(=O)(=O)NCc1ccccc1	-2	-2	-1	0	-0.3	1	1	-8	-0.1	-17
CCCN(CCC)C(=O)CP(=O)(c1ccccc1)c1ccccc1	0	4	1	-3	0.0	-6	-6	-7	-1.0	6
CS(=O)(=O)c1ccc2nc(NC(=O)c3ccc(Cn4cc(Br)cn4)o3)sc2c1	1	1	1	-4	-5.6	-8	-13	-1	0.5	3
COC(=O)c1cccc(N(C(=O)CNC(=O)c2cccs2)C(C(=O)NCC2CCCO2)c2ccc(OC)c(OC)c2)c1 (stereo not drawn)	2	-7	7	-2	-3.7	5	7	2	0.9	/
Cc1ccc(N(CC(=O)NCc2ccc3c(c2)OCO3)S(=O)(=O)c2c(C)noc2C)cc1	-5	-5	1	-7	0.4	-2	6	-4	0.5	28
CC[C@H](C)[C@H](NC(=O)c1ccc(Cl)cc1)C(=O)OCC(=O)c1c(N)n(C)c(=O)n(C)c1=O	3	-5	0	/	-1.7	-8	-5	12	0.2	-21
COc1cccc(C(=O)Nc2sc(C(C)C)cc2C(N)=O)c1OC	-5	-5	-15	-3	-3.6	-2	-7	5	0.0	/
O=C(N/N=C/c1sc(N2CCOCC2)nc1-c1ccccc1)c1ccccc1O	0	-5	-8	3	0.3	-14	8	19	-1.4	-41
Cc1cc(N2CCN(C(=O)c3ccco3)CC2)n2nc(C)c(-c3ccccc3)c2n1	3	-1	3	2	-0.2	-17	-3	-7	0.2	-21
CCCC1=C(C(=O)OCC)C(c2cccs2)n2ncnc2N1 (stereo not drawn)	-2	0	-2	-1	-0.4	-6	9	3	1.7	0
O=C(c1ccc(F)cc1)c1c[nH]c(C(=O)NCCCN2CCOCC2)c1	-1	-2	-8	-2	-2.1	3	7	-3	0.7	6
COc1cc(NC(=S)NC(=O)c2ccc(C(C)(C)C)cc2)ccc1NC(=O)c1cccs1	-1	-2	-3	0	-1.1	6	0	10	-0.6	-40
COc1ccc(N(CC(=O)N2CCN(Cc3ccccc3)CC2)S(C)(=O)=O)c(OC)c1	-2	2	-3	2	-0.7	-6	6	0	-1.1	7
O=C(c1cccc(-c2ccccc2F)c1)N1CC[C@@H](N2CCC(O)CC2)[C@H](O)C1	0	-1	-13	-3	-0.9	-1	-1	-6	0.5	-14
C=C(C)c1ccc(C(C)(C)NC(=O)NCc2ccco2)cc1	-1	-2	-14	/	-0.4	0	-9	12	0.6	-11
O=C(N/N=C/c1ccccc1F)NC1CCCCC1	2	-1	1	1	-0.3	5	-4	2	-2.9	28
O=C(CNC(=O)c1ccncc1)N/N=C/c1cc(Br)ccc1OCc1ccccc1	0	0	0	4	-4.0	-4	4	7	-0.1	-21
COc1ccc(C(=O)C2CCCN(C(=O)c3cc(C)on3)C2)cc1F (stereo not drawn)	1	1	-7	0	-1.0	-4	10	-9	3.3	-7
Cn1c(N)c(C(=O)COC(=O)Cc2ccc(Br)cc2)c(=O)n(C)c1=O	0	-1	-8	-2	-2.7	1	2	-6	0.8	17
CCn1c(SCC(=O)Nc2cc(OC)ccc2OC)nnc1C1CCCCC1	0	-2	-8	/	-3.4	1	-8	-2	-1.5	13
CN(C)S(=O)(=O)c1ccc(/C(O)=C2/C(=O)C(=O)N(Cc3cccnc3)C2c2ccncc2)cc1 (stereo not drawn)	-1	-1	-3	-4	0.3	-2	2	-4	2.0	30
CCCCN(C)C(=O)C(Cc1ccccc1)NS(=O)(=O)c1ccc2c(c1)CCC(=O)N2 (stereo not drawn)	1	-5	-3	-2	0.3	3	-8	0	1.8	-5
O=C(O)CC1NC(=O)N(c2ccc(Cl)cc2)C1=O (stereo not drawn)	-3	0	-14	2	0.1	4	11	22	-0.8	0
COc1cc2cnc(-c3ccccc3)c(-c3cc(OC)c(OC)c(OC)c3)c2cc1OC	1	-3	1	-3	-0.9	4	-9	9	-1.6	-34
CC(=O)CNc1ccc(S(=O)(=O)N/N=C/c2ccccc2)cc1	1	-4	7	-1	-2.4	-3	-17	24	0.4	/
CCOC(=O)C1=CN(Cc2cccc(F)c2)S(=O)(=O)N(C)C1c1ccc(F)c(Cl)c1 (stereo not drawn)	-7	2	-6	-3	-0.4	-6	1	5	1.0	-7
Cc1cc(C)nc(Nc2ncc(O)n2-c2ccc(Br)cc2)n1	-1	1	-23	-4	/	0	11	-5	0.0	0
O=C(c1cccc(COc2cccc3ccccc23)c1)N1CCCC1	-5	2	-11	-4	/	-3	-6	3	-2.4	-19
CCOc1ccc(S(=O)(=O)N(CC)CC)cc1NC(=O)c1ccc(N2CCCC2=O)cc1	-3	1	2	/	-0.2	-4	-6	-5	0.2	-5
CCOc1ccc(OC(=O)C(CCS(C)(=O)=O)N2C(=O)c3ccccc3C2=O)cc1 (stereo not drawn)	-1	-4	-7	1	-1.1	2	-1	4	0.3	47
